Source: PubChem
USP2a block = blocks human ubiquitin-specific protease USP2a; AID 463254; USP2 core, Ub-CHOP2 coupled fluorogenic reporter, 485/531; actives 0.01% (n = 330,000); Potency, µM (series often up to 38.3 µM), inactives show at the top dose activity change, negative = inhibition, usual class: inhibitors;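 note: potency is the fitted concentration of half-maximal effect; plate controls were DMSO wells for no effect and full inhibition by NEM control for full effect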
Target sequence (O75604 whole entry, looked up): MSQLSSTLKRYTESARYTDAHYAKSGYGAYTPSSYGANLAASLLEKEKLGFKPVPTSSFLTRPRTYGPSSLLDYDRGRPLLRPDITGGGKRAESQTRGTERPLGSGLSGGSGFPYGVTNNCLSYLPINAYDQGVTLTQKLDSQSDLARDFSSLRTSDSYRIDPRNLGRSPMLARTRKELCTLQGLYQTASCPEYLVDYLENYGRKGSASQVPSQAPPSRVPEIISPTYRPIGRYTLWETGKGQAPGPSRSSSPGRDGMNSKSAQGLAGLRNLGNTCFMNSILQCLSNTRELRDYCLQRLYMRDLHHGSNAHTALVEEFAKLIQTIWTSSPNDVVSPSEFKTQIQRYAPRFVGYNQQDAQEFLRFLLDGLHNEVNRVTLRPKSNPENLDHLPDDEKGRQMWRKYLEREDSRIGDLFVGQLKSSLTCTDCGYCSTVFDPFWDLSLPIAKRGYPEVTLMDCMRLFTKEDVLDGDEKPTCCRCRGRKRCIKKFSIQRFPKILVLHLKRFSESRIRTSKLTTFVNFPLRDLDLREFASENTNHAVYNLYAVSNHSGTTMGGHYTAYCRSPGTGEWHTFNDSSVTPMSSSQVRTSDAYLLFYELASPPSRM
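Cell-free coupled assay: 10nM USP2 core preincubated 30min RT with compound in Tris-HCl pH 8.0/CaCl2/CHAPS buffer, then 25nM Ub-CHOP2 and 25nM reporter substrate; fluorescence (Ex 485/Em 531) read after 60min RT, normalized to NEM inhibition, concentration-response curves fitted.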
uPA generation = inhibitors of cell surface uPA generation; cell surface uPA generation assay, qHTS; Potency, µM (top dose mostly 38.3 µM), for inactives: at the top dose activity change, negative = inhibition, actives largely listed as inhibitors; actives 0.31% (n = 330,000); AID 540303; active = well fitted inhibition curve with a large enough effect; inconclusive = small, poorly fitted or top-dose-only effect; inactive = no such curve, though single readings can be large or run the other way; tested in mouse RAW 264.7 cells; note: potency is the fitted concentration of half-maximal effect; % is set by controls: 0 for no effect and ±100 for the full control effect; nearly all actives have a fitted effect of over 55% in size
ELG1 genotoxic = inducers of genotoxicity in HEK293T ELG1-luciferase cells; HEK293T ELG1-luciferase reporter, luminescence, 16 h; Potency, µM (series often up to 46 µM), for the others: top-dose activity change, positive = activation, usual class: activators; actives 1.3% (n = 330,000); note: potency is the fitted concentration of half-maximal effect; % of control where 0% means no effect; nearly all actives have a fitted effect of over 60% in size
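After overnight (16 hr) compound treatment at 37 °C, ELG1-luciferase HEK293T cells were lysed with ONE-Glo; luminescence quantified 30 min later at room temperature.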
Integrin act MD = activates integrin-mediated alleviation for muscular dystrophy. alpha7betagal myoblasts, beta-gal FDG fluorescence, 48 h. Potency, µM (series often up to 38.3 µM), inactives show top-dose activation, usual class: activators. actives 0.064% (n = 350,000);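 note: potency is the fitted concentration of half-maximal effect; 100% = response of the positive control SU9516; nearly all actives have a fitted effect of over 60% in size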
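alpha7betagal+/- myoblasts (passage 13, 250/well) treated 48 h at 37C with compounds at 1:260 dilution of DMSO stock. Lysed, then beta-galactosidase activity read as FDG fluorescence (ex 480/em 540) after 30 min, with pre-read for autofluorescence.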
S-ASM inh = blocks human secretory acid sphingomyelinase. placental ASM, HMU-PC fluorogenic substrate, 60 min. P17405. Potency, µM (top dose mostly 57.5 µM), without a hit: top-dose activity change, negative = inhibition, usual class: inhibitors. actives 0.006% (n = 340,000); note: potency is the fitted concentration of half-maximal effect
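Fluorescence read-out (Ex 386 nm, Em 447 nm) after stopping the reaction at pH 10. Enzyme: ASM from human placenta; substrate HMU-PC0, 9 uM final; 60 min, 37 °C. Compound preincubation 10 min, ambient temperature.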
BRCA1 expr act = BRCA1 expression activation | AID 624202 | Potency, µM (titrated, usually from 46.1 µM), without a hit: at the top dose activation, usual class: activators | MCF7-BRCA1-FFLuc reporter, luminescence, 48 h; response scale: scaled: vehicle 0%, 10 µM genistein 100% | actives 1.1% (n = 380,000); note: potency is the fitted concentration of half-maximal effect; nearly all actives have a fitted effect of over 80% in size; some results filed as inactive show a strong effect at the top dose
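Compounds are tested at multiple concentrations on MCF7 BRCA1-luciferase reporter cells seeded at 2000 per well; after 48 h, a single luminescence end-point is taken and curves fitted to the normalized data.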
TSG101-PTAP inh = blocks PTAP/TSG101 interaction to inhibit HIV-1 budding; 340,000 tested, under 10 active; AID 493005; Potency, µM (highest dose often 115 µM), for inactives: at the highest dose activity change, negative = inhibition, hits mostly inhibitors; Fluorescence polarization, FITC-PTAP peptide / Tsg101 binding; Q99816; active = well fitted inhibition curve with a large enough effect in the main read-out, with a control signal flat, not every such curve was filed as active; inconclusive = small, poorly fitted or top-dose-only effect, or effect the other way, or a change in a side signal; inactive = no such curve, though single readings can be large or run the other way; note: potency is the fitted concentration of half-maximal effect; % of control where 0% means no effect
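FP read-out: FITC-PTAP peptide, 50 nM final, binding Tsg101 binding domain, 10 uM final; 20 min, r.t.; 10 mM HEPES pH 7.5, 0.15 M NaCl, 0.01% Tween 20, 3 mM EDTA, 0.1 mM TCEP.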
p53 reactivation = mutant p53 re-activation in reporter cells | H1299 p53-A138V BP100-luciferase reporter, luminescence, 24 h | Potency, µM (series often up to 92.2 µM), for the others: top-dose activity change, positive = activation, hits mostly activators | actives 0.063% (n = 320,000) | AID 504706; note: potency is the fitted concentration of half-maximal effect; % of control where 0% means no effect; nearly all actives have a fitted effect of over 45% in size
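H1299 (p53-null), stable ts p53-A138V + BP100-Luc; 1000 cells/well, Opti-MEM/10% FBS; cpd 4 pt, 1:5; 24 h, 37 deg C, 5% CO2; detection reagent 10 min RT; luminescence.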
Eya2 inh = Eya2 (human) phosphatase inhibition | O00167 | AID 488837 | actives 0.006% (n = 330,000) | recombinant Eya2, OMFP fluorescence dephosphorylation (OMFP is methylfluorescein phosphate) | Potency, µM (doses to about 76.9 µM), for inactives: top-dose activity, negative = inhibition, actives largely listed as inhibitors; note: potency is the fitted concentration of half-maximal effect; % is set by controls: 0 for no effect and ±100 for the full control effect
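Eya2 (0.2 uM) preincubated 10 min at ambient with compound, then OMFP substrate added at 50 uM; 10 min reaction in 50 mM HEPES pH 7.5, 50 mM NaCl, 5 uM MgCl2, 0.05% BSA, 1 mM DTT. Fluorescence read at Ex 485/Em 525 nm.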
B2AR arrestin = recruits beta-arrestin to the human beta2-adrenergic receptor | P07550 | beta-arrestin recruitment to beta2AR, cell-based reporter | Potency, µM (series often up to 46.1 µM), inactives show at the top dose activation, hits mostly activators | actives 0.02% (n = 330,000) | AID 492947;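 note: potency is the fitted concentration of half-maximal effect; 0% = DMSO controls and full agonism = EC100 isoproterenol or metaproterenol; nearly all actives have a fitted effect of over 65% in size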
Target sequence (P07550 whole entry, looked up): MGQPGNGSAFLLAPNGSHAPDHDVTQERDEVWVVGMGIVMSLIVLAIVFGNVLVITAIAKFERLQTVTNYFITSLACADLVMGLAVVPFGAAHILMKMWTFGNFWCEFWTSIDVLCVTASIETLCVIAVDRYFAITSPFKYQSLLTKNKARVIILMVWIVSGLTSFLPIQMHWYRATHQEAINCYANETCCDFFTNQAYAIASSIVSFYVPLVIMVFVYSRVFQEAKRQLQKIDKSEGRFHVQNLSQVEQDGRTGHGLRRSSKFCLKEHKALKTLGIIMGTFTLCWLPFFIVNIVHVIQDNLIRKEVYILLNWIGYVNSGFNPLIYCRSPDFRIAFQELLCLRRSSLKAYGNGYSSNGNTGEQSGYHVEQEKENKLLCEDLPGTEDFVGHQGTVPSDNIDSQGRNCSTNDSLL
TRPV1 ag = activates the human vanilloid receptor TRPV1 | TRPV1-expressing cells, Fluo-8 calcium influx, agonist mode | actives 0.19% (n = 320,000) | Q8NER1 | activation, % at 8.33 µM | AID 540275; in the data active = activation above about 80%; inconclusive = between about 30% and that limit; note: 0% is about no effect
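Fluo-8 calcium influx in TRPV1-expressing cells, kinetic read (ex 480/em 520 nm). Compound added and read 3 min for agonist activity, followed by capsaicin at EC20 final and 2 min further read for enhancement.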
Numbers without * were called inactive; [ ] = another dose, or the depositor's remark. Unless noted, calls come from the whole dose curve; as a rule, active = well fitted curve in the direction sought with a large enough effect; inconclusive = small, poorly fitted or top-dose-only effect, or another doubt; inactive = no such curve, though single readings can be large; an effect the other way counts as inactive or inconclusive. Rows are unselected; overall some 2.6% were active at least once.

What do the screens show for `O=C1N/C(=N\c2ccccn2)SC1Cc1ccc(Cl)cc1` (stereo unspecified)?
USP2a block: 0.4%; uPA generation: -0.9%; ELG1 genotoxic: 17.1%; Integrin act MD: -18.3%; S-ASM inh: -1.9%; BRCA1 expr act: -7.1%; TSG101-PTAP inh: -5.8%; p53 reactivation: 3.0%; Eya2 inh: 5.4%; B2AR arrestin: -0.4%; TRPV1 ag: 3.1

What do the screens show for `Cn1c(=O)c2c(nc(NCc3ccccc3)n2CC(N)=O)n(C)c1=O`?
USP2a block: -7.1%; uPA generation: 2.9%; ELG1 genotoxic: -0.6%; Integrin act MD: 29.6%; S-ASM inh: 0.6%; BRCA1 expr act: -8.2%; TSG101-PTAP inh: 1.4%; p53 reactivation: 3.9%; Eya2 inh: -2.9%; B2AR arrestin: -0.1%; TRPV1 ag: -1.9

What do the screens show for `CC(C)(C)[C@@H]1C=C(C(=O)O)O[C@H](OCCCCO)C1`?
uPA generation: 7.8%; Integrin act MD: 0.0%; S-ASM inh: 6.7%; BRCA1 expr act: 5.8%; TSG101-PTAP inh: -1.9%

What do the screens show for `COc1ccc(/C(O)=C2/C(=O)C(=O)N(CCN(C)C)C2c2cccnc2)cc1C` (stereo unspecified)?
USP2a block: -0.5%; uPA generation: 3.5%; ELG1 genotoxic: 1.6%; Integrin act MD: 17.7%; S-ASM inh: 1.9%; BRCA1 expr act: 2.1%; TSG101-PTAP inh: 0.0%; p53 reactivation: 0.6%; Eya2 inh: -11.9%; B2AR arrestin: -0.5%; TRPV1 ag: 0.4

Results for COc1ccccc1OCCC(=O)Nc1cccc(S(=O)(=O)N2CCOCC2)c1 ?
USP2a block: -1.7%; uPA generation: -2.6%; ELG1 genotoxic: -1.5%; Integrin act MD: 10.4%; S-ASM inh: 0.0%; BRCA1 expr act: -6.4%; TSG101-PTAP inh: 0.1%; p53 reactivation: 19.6%; Eya2 inh: 12.6%; B2AR arrestin: 0.2%; TRPV1 ag: -0.8

What do the screens show for `COc1ccc(N(CC(=O)NCCSC2CCCCC2)S(=O)(=O)c2ccccc2)c(OC)c1`?
USP2a block: 1.2%; ELG1 genotoxic: -19.3%; p53 reactivation: -8.2%; Eya2 inh: -18.9%; B2AR arrestin: -0.5%; TRPV1 ag: -1.4

How did Cc1ccn2c(=O)nc(SCC(=O)NCc3ccccc3)nc2c1 do in these assays?
USP2a block: 1.2%; uPA generation: -0.6%; ELG1 genotoxic: 0.3%; Integrin act MD: -21.5%; S-ASM inh: 1.4%; BRCA1 expr act: -2.4%; TSG101-PTAP inh: -0.4%; p53 reactivation: -6.2%; Eya2 inh: -1.9%; B2AR arrestin: 0.3%; TRPV1 ag: -0.3

How did O=C(COc1ccc(NC(=O)c2ccccc2)cc1)c1ccccc1 do in these assays?
USP2a block: 0.4%; uPA generation: -3.4%; ELG1 genotoxic: 3.8%; Integrin act MD: inconclusive; S-ASM inh: -2.8%; BRCA1 expr act: 42.3%; TSG101-PTAP inh: -1.1%; p53 reactivation: 13.9%; Eya2 inh: -8.5%; B2AR arrestin: 0.0%; TRPV1 ag: 24.6

Results for O=C(COC(=O)CN1C(=O)c2ccccc2C1=O)Nc1ncc(Cl)cc1Cl ?
USP2a block: 0.9%; uPA generation: 1.7%; ELG1 genotoxic: 4.7%; Integrin act MD: 14.5%; S-ASM inh: 0.2%; BRCA1 expr act: -26.4%; TSG101-PTAP inh: -2.9%; p53 reactivation: -1.7%; Eya2 inh: 13.5%; B2AR arrestin: -0.8%; TRPV1 ag: 0.4

Results for O=C(CSc1ccccn1)N/N=C/c1cccc([N+](=O)[O-])c1 ?
USP2a block: -1.7%; uPA generation: 9.0%; ELG1 genotoxic: -0.8%; Integrin act MD: 15.4%; S-ASM inh: -0.2%; BRCA1 expr act: -11.5%; TSG101-PTAP inh: -1.9%; p53 reactivation: 8.3%; Eya2 inh: 4.8%; B2AR arrestin: -0.3%; TRPV1 ag: 1.8

What do the screens show for `O=c1cc2c(=O)oc3cc(O)c(O)oc3c2c(O)c1O`?
USP2a block: -0.4%; uPA generation: 2.0%; ELG1 genotoxic: -0.8%; Integrin act MD: -32.7%; S-ASM inh: -1.7%; BRCA1 expr act: -3.1%; TSG101-PTAP inh: -2.6%; p53 reactivation: -2.2%; Eya2 inh: -2.3%; B2AR arrestin: -0.5%; TRPV1 ag: -0.4

How did CC(C)=NNc1nc2sc3c(c2c(=O)[nH]1)CC(C)(C)OC3 do in these assays?
USP2a block: 3.1%; uPA generation: 1.7%; ELG1 genotoxic: 0.1%; Integrin act MD: -5.3%; S-ASM inh: 9.6%; BRCA1 expr act: -3.5%; TSG101-PTAP inh: -4.0%; p53 reactivation: 4.7%; Eya2 inh: 3.1%; B2AR arrestin: -0.1%; TRPV1 ag: 4.2

Results for Cc1ccc(C)c(NC(=S)NCCc2ccc(S(N)(=O)=O)cc2)c1 ?
uPA generation: 4.1%; Integrin act MD: 16.7%; S-ASM inh: 5.1%; BRCA1 expr act: 0.4%; TSG101-PTAP inh: -4.9%

Results for O=C(CSc1nnc(CNC(=O)c2ccc(F)cc2)o1)NCc1ccc2c(c1)OCO2 ?
USP2a block: 0.7%; uPA generation: 1.3%; ELG1 genotoxic: -1.7%; Integrin act MD: 0.0%; S-ASM inh: -1.8%; BRCA1 expr act: -10.5%; TSG101-PTAP inh: -1.3%; p53 reactivation: 7.0%; Eya2 inh: 4.4%; B2AR arrestin: 0.5%; TRPV1 ag: -4.9

How did CC1CCN(CC(C)CNC(=O)c2cc(-c3ccccn3)nc3ccccc23)CC1 (stereo unspecified) do in these assays?
USP2a block: -1.8%; ELG1 genotoxic: -1.7%; Integrin act MD: -23.2%; S-ASM inh: -3.3%; BRCA1 expr act: -12.5%; TSG101-PTAP inh: -2.6%; p53 reactivation: -22.4%; Eya2 inh: -5.9%; B2AR arrestin: -0.3%; TRPV1 ag: -6.5

Results for Cc1ccc(/C=C/C(=O)N2CCCC(C)C2)cc1 (stereo unspecified) ?
USP2a block: 2.5%; uPA generation: -5.4%; ELG1 genotoxic: 9.2µM*; Integrin act MD: inconclusive; S-ASM inh: 3.3%; BRCA1 expr act: inconclusive; TSG101-PTAP inh: -2.7%; p53 reactivation: inconclusive; Eya2 inh: -1.5%; B2AR arrestin: -0.2%; TRPV1 ag: inconclusive

Results for CCc1cccc(NC(=O)Nc2ccc3c(c2)OCO3)c1 ?
USP2a block: 0.1%; uPA generation: 1.6%; ELG1 genotoxic: 2.1%; Integrin act MD: 4.6%; S-ASM inh: -0.9%; BRCA1 expr act: inconclusive; TSG101-PTAP inh: -2.9%; p53 reactivation: 8.3%; Eya2 inh: 7.3%; B2AR arrestin: 0.1%; TRPV1 ag: 21.5

How did CCOc1ccc(CCNC(=O)COC(=O)c2ccccc2O)cc1OCC do in these assays?
USP2a block: 0.4%; uPA generation: -3.0%; ELG1 genotoxic: -7.6%; Integrin act MD: 0.8%; S-ASM inh: -1.5%; BRCA1 expr act: 14.7%; TSG101-PTAP inh: -0.2%; p53 reactivation: -4.2%; Eya2 inh: -3.1%; B2AR arrestin: -0.1%; TRPV1 ag: -0.4

How did COc1cc(OC)c(OC)cc1CN(C)CCc1ccccn1 do in these assays?
USP2a block: -0.6%; uPA generation: -3.1%; ELG1 genotoxic: -5.6%; Integrin act MD: 3.4%; S-ASM inh: 4.6%; BRCA1 expr act: -4.4%; TSG101-PTAP inh: 0.0%; p53 reactivation: -7.6%; Eya2 inh: 1.6%; B2AR arrestin: -0.4%; TRPV1 ag: 1.8

Results for COc1cnc(-c2ccccn2)nc1Sc1cccc(Cl)c1 ?
USP2a block: 1.2%; uPA generation: 2.3%; ELG1 genotoxic: -11.4%; Integrin act MD: -6.6%[7.66 µM]; S-ASM inh: -6.4%; BRCA1 expr act: -0.2%; TSG101-PTAP inh: 1.7%; p53 reactivation: 2.0%; Eya2 inh: -3.7%; B2AR arrestin: 0.2%; TRPV1 ag: 3.3

What do the screens show for `COc1ccc(/C=C/CN2CCN(Cc3ccc(C)cc3)C(CCO)C2)cc1` (stereo unspecified)?
USP2a block: -1.8%; uPA generation: 0.3%; ELG1 genotoxic: -12.6%; Integrin act MD: 20.0%; S-ASM inh: 1.7%; BRCA1 expr act: -5.7%; TSG101-PTAP inh: -5.5%; p53 reactivation: 13.9%; Eya2 inh: 14.7%; B2AR arrestin: 0.2%; TRPV1 ag: 2.8

What do the screens show for `COc1ccc(NC(=S)NCc2ccco2)cc1`?
USP2a block: 4.3%; uPA generation: 3.3%; ELG1 genotoxic: 5.2%; Integrin act MD: -15.7%; S-ASM inh: 3.3%; BRCA1 expr act: 35.0%; TSG101-PTAP inh: 0.2%; p53 reactivation: 22.9%; Eya2 inh: 0.7%; B2AR arrestin: -0.8%; TRPV1 ag: -0.6
